Tau fibril FP: inhibitors of human tau fibril formation; K18 P301L tau heparin fibrillization, Alexa594 FP, 6 h; AID 1468; hit rate 0.39% among 280,000; Potency, µM (top dose mostly 57.7 µM), for the others: at the top dose activity, negative = inhibition, hits mostly inhibitors; P10636; also: potency is read from the fitted curve at half-maximal effect; % is scaled to controls: 0 for no effect and ±100 for the full control effect; nearly all actives have a fitted effect of over 55% in size
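K18 P301L tau (15 uM unlabeled/0.24 uM Alexa 594-labeled, final) + compound + heparin 20 uM final; 100 mM NaOAc pH 7; 6 hr 37 C; ThT 30 uM final added, 1 hr RT; FP ex 555/em 632 nm.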
TexasRed fluor: alters Texas Red total fluorescence, flagging assay interference. TRb/SRC2 Texas Red total fluorescence interference. Potency, µM (doses to about 106 µM), without a hit: at the highest dose fluorescence change, negative = quenching. hit rate 0.29% among 280,000. AID 1479; active = well fitted curve in either direction with a large enough effect; inconclusive = small, poorly fitted or top-dose-only effect; also: potency is read from the fitted curve at half-maximal effect; % is scaled to controls: 0 for no effect and ±100 for the full control effect
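Flags fluorescent or light-absorbing compounds by total fluorescence, S + 2P, at 555 nm excitation and 632 nm emission. Mixture: 20 nM Texas Red SRC2 peptide, 0.6 uM human TRb LBD, 1 uM T3, 5% DMSO; compound exposure 5 h at ambient temperature.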
Tau fluor cs: counter-screen for tau fibril formation inhibitors; tau K18 P301L (four-repeat tau fragment) Alexa594 fluorescence, heparin fibrillization; Potency, µM (series often up to 57.7 µM), for inactives: at the highest dose activity change, negative = decrease; hit rate 0.93% among 280,000; also: potency is read from the fitted curve at half-maximal effect; % is scaled to controls: 0 for no effect and ±100 for the full control effect; nearly all actives have a fitted effect of over 55% in size
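Human K18 P301L tau (15 uM unlabeled plus 0.24 uM Alexa 594-labeled, final) in 100 mM sodium acetate pH 7 was mixed with compound and 20 uM heparin and incubated 6 hr at 37 C.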
GLA spleen mod: alpha-galactosidase A (human) modulation; human spleen homogenate, 4MU-alpha-Gal fluorescence, 40 min; Potency, µM (highest dose often 80 µM), without a hit: top-dose activity change, negative = inhibition, actives largely listed as inhibitors; hit rate 0.008% among 240,000; AID 2107;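 also: potency is read from the fitted curve at half-maximal effect; 0% = enzyme with vehicle and -100% = no enzyme basal signal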
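Human spleen homogenate (1 ug) as enzyme source, 4-methylumbelliferyl-alpha-D-galactopyranoside 1 mM final, citrate/phosphate pH 5.0 with 0.01% Tween-20. Compounds 40 min at 37C, NaOH/glycine stop; fluorescence Ex 365/Em 440, Hill-fit AC50.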
NPSR antagonist: blocks cAMP signaling of the human neuropeptide S receptor. CHO-NPSR cells, cAMP TR-FRET, antagonist mode. Potency, µM (highest dose often 38.3 µM), for inactives: at the highest dose activity change, negative = inhibition, most hits filed as inhibitors. hit rate 1% among 220,000; also: potency is read from the fitted curve at half-maximal effect; % is scaled to controls: 0 for no effect and ±100 for the full control effect; nearly all actives have a fitted effect of over 50% in size; many of its hits are not listed in these tables
Target sequence (Q6W5P4 whole entry, looked up): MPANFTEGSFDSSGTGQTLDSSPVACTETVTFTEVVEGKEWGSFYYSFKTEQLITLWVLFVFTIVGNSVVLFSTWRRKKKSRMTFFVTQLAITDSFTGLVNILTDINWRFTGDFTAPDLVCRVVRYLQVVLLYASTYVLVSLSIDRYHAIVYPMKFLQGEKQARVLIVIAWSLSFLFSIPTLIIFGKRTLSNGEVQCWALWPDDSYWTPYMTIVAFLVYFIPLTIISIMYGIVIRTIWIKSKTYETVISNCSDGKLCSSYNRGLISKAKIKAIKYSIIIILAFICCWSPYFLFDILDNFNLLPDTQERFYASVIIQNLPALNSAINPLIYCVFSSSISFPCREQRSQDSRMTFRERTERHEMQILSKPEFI
CBFb-RUNX1 inh: inhibitors of human CBF-beta and RUNX1 interaction; Q01196+Q13951; AlphaScreen CBFb-His/RUNX1-biotin binding, biochemical; Potency, µM (highest dose often 59.8 µM), for inactives: top-dose activity, negative = inhibition, usual class: inhibitors; 230,000 tested, under 10 active; AID 1477; also: % of control where 0% means no effect
Target sequence (Q01196 whole entry, looked up): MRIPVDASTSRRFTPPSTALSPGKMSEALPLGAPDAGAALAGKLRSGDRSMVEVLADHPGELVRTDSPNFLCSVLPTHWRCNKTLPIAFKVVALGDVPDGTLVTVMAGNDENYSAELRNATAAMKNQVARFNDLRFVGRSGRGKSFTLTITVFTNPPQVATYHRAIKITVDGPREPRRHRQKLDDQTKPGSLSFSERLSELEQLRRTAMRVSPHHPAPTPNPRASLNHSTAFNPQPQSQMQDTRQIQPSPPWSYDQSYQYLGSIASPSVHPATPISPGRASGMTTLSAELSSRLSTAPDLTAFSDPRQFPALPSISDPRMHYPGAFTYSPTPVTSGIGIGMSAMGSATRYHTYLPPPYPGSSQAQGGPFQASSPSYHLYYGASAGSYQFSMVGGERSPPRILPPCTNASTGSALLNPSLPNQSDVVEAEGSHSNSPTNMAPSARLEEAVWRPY
Target sequence (Q13951 whole entry, looked up): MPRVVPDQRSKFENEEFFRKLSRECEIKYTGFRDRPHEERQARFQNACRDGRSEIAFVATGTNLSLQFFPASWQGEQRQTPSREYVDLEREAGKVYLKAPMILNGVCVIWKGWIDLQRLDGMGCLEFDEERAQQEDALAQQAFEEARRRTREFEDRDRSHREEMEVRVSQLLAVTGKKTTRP
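Proteins preincubated together for 20 min at RT before compound addition; 15 min later, nickel and streptavidin beads were added and left 90 min prior to AlphaScreen measurement.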
TRb-SRC2 inh: inhibitors of human thyroid hormone receptor beta-SRC2 interaction; P10828; TRbeta-SRC2 peptide binding, fluorescence polarization; receptor liganded with 1 µM T3; Potency, µM (doses to about 106 µM), for inactives: top-dose activity change, negative = inhibition, usual class: inhibitors; hit rate 0.065% among 280,000; AID 1469;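 also: potency is read from the fitted curve at half-maximal effect; plate controls were bound peptide for no effect and peptide without receptor for full effect; nearly all actives have a fitted effect of over 50% in size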
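Polarization signal, normalized between peptide-alone and full complex controls, measured compound effects on T3-liganded human TRb LBD (0.6 uM) binding 20 nM Texas Red SRC2 peptide after 5 hr.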
Epigenetic reg: derepresses silenced GFP reporter in murine cells; murine LDR cells, GFP reporter derepression, 30 h; Potency, µM (top dose mostly 53.9 µM), inactives show at the highest dose GFP activation, actives largely listed as activators; hit rate 0.2% among 280,000; AID 1865; also: potency is read from the fitted curve at half-maximal effect; % of control where 0% means no effect; nearly all actives have a fitted effect of over 60% in size
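Readout is the number of GFP-expressing murine LDR cells, counted by cytometry following washing. Cells were treated with compound for 30 h at 37 C; the stably integrated CMV-GFP locus is normally silent.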
An asterisk follows results filed as active; u = inconclusive; x = no result given; & = joins results of further samples; [ ] = remark or other dose. Unless noted, calls follow the shape of the dose curve; as a rule, active = well fitted curve in the direction sought with a large enough effect; inconclusive = small, poorly fitted or top-dose-only effect, or another doubt; inactive = no such curve, though single readings can be large; an effect the other way counts as inactive or inconclusive. Some of the compounds tested; rates above refer to the full screens.

Values run as follows: Tau fibril FP | TexasRed fluor | Tau fluor cs | GLA spleen mod | NPSR antagonist | CBFb-RUNX1 inh | TRb-SRC2 inh | Epigenetic reg
O=C(c1ccc(F)cc1)N1CCC(c2nc(-c3ccc(S(=O)(=O)N4CCCC4)cc3)no2)CC1
 : 8% | -1% | -4% | x | x | x | 2% | 4.7%
Cc1nnc(-c2ccccc2)nc1N1CCOCC1
 : 3% | -2% | -1% | 3% | -5%[46.1 µM] | 2% | -2% | -1.1%
OCCCCNCc1ccc(OCc2ccc(Cl)cc2)cc1
 : -2% | -4% | -9% | 4% | 9%[46.1 µM] | 5% | -2% | -1.0%
CCc1cccc(CC)c1-n1c(SCc2cc(=O)n3ccsc3n2)nnc1-c1cccnc1
 : 2% | 0% | -1% | -1% | u | -5% | 0% | -3.4%
CCN(CC(=O)NC(=O)NC1CCCCC1)Cc1nc2ccccc2c(=O)[nH]1
 : -5% | 2% | -6% | -12% | -9%[46.1 µM] | -4% | -16% | -3.8%
Cc1cc(C(=O)NCc2ccccc2)c2c(C)nn(-c3cccc(F)c3)c2n1
 : u | 0% | u | x | x | x | 7% | 1.3%
CN(C)/C=N/N(C)c1ncccc1[N+](=O)[O-]
 : 2% | -5% | -7% | -3% | 0% | 1% | -6% | 1.0%
CC(C)n1c(=O)c2oc3ccccc3c2n(Cc2ccccc2F)c1=O
 : 0% | -2% | -6% | x | x | x | -10% | -0.5%
C/C=C/C(=O)OCC(=O)Nc1ccc(OC)c(Cl)c1
 : 5% | 3% | 2% | 0% | 5% | 4% | 0% | -1.0%
Cc1cc(C)cc(NC(=O)CSc2nc3ncccc3[nH]2)c1
 : -3% | 7% | -23% | x | x | x | 1% | -0.2%
OCCC1CN(Cc2cnc(N3CCCC3)s2)CCN1Cc1ccccc1 (stereo not given)
 : 5% | -2% | -4% | 1% | -7% | 7% | -9% | 0.0%
COc1ccc(Nc2nc(N)nc(CN(C)C3CCCCC3)n2)cc1
 : 0% | -1% | -6% | 1% | -2%[46.1 µM] | u | 7% | -1.1%
COc1ccc(Cl)cc1C(=O)NNC(=O)CCNC(C)=O
 : 0% | -1% | -1% | 6% | 7% | 8% | 5% | -1.4%
CCc1nc(NCc2ccco2)c2oc3ccccc3c2n1
 : -10% | 1% | -23% | -14% | -11%[46.1 µM] | -3% | -14% | 3.2%
COc1ccccc1NC(=O)c1ccc(NC(=O)c2cc3c(s2)CCC3)cc1
 : u | -3% | u | 9% | -19%[46.1 µM] | -3% | -2% | 0.0%
Nc1nnnn1/N=C/C(Br)=C/c1ccccc1
 : u | 1% | -14% | 4% | -12%[46.1 µM] | 2% | -17% | u
CCCNC(=O)c1onc(CSc2cccc(OC)c2)c1C(=O)NCCC
 : -5% | -3% | -13% | -4% | -6% | u | -2% | -1.1%
Clc1ccc2c(c1)C=Nc1c(NCc3ccccc3)ncnc1O2
 : 2% | 1% | 1% | 12% | -3%[46.1 µM] | 3% | -5% | 0.0%
CCN(CC)CCCN1C(=O)c2oc3ccccc3c(=O)c2C1c1cccc(OC)c1OC (stereo not given)
 : -2% | -7% | 1% | 1% | 12%[46.1 µM] | 4% | 3% | 2.2%
CCCCOC(=O)C1Cc2ccccc2C(=O)O1 (stereo not given)
 : 11% | -7% | -7% | 10% | -5%[46.1 µM] | 4% | 7% | -0.2%
CCOc1cc2c3c(c1)C1(C(=O)N3C(C)(C)C=C2C)C(C#N)=C(N)Oc2cc(O)ccc21 (stereo not given)
 : u | -5% | u | 8% | u | -18% | 5% | 2.8%
O=C(N/N=C/c1cnc(N2CCCCC2)s1)c1ccc(C(F)(F)F)cc1
 : u | -3% | -16% | 5% | -11% | 6% | 0% | 2.4%
COc1ccc(CCNc2c([N+](=O)[O-])ncn2C)cc1OC
 : -7% | 0% | -6% | -3% | 4% | 2% | -10% | -2.6%
CCCN1CCC(NC(=S)Nc2ccc([N+](=O)[O-])cc2)CC1
 : -1% | -5% | -19% | -2% | -8% | 1% | 4% | 1.5%
C=CCOc1ccc(/C(O)=C2/C(=O)C(=O)N(CCCn3ccnc3)C2c2ccco2)cc1 (stereo not given)
 : 3% | 2% | -7% | 3% | -6% | -14% | 7% | 8.0%
O=C(Cn1cnc2ccccc2c1=O)N1CCN(Cc2ccc3c(c2)OCO3)CC1
 : 5% | -4% | -7% | -6% | -2%[46.1 µM] | 1% | -4% | 1.4%
C=CCn1c(SCC(=O)NC(=O)NCc2ccco2)nc2sc(CC)cc2c1=O
 : -5% | -3% | -3% | -17% | -16%[46.1 µM] | -25% | -5% | 0.0%
CCC(C)[C@H](NC(=O)NCc1ccc(S(N)(=O)=O)cc1)C(=O)OC (stereo not given in full)
 : -2% | -2% | -4% | 1% | 15% | -9% | 2% | 1.1%
COC(=O)[C@@]1(Cc2ccc(F)cc2)[C@H]2c3cc(C(=O)N(C)C)n(Cc4ccc(S(C)(=O)=O)cc4)c3C[C@H]2CN1C(=O)c1ccccc1
 : -4% | -1% | 0% | -10% | x | -22% | -3% | -0.9%
Cc1c(CN2CCCCC2)c(O)n(CCCO)c(=O)c1C#N
 : u | 5% | -14% | -13% | -20%[46.1 µM] | 7% | -10% | 0.1%

Values run as follows: Tau fibril FP | TexasRed fluor | Tau fluor cs | GLA spleen mod | NPSR antagonist | CBFb-RUNX1 inh | TRb-SRC2 inh | Epigenetic reg
CCc1ccccc1Nc1nc2ccccc2c2nncn12
 : -4% | -1% | -29% | x | x | x | -3% | 7.5%
O=C(CCCC(=O)N/N=C\c1ccccn1)N/N=C\c1ccccn1
 : 0% | -2% | 0% | 6% | 13% | 1% | 6% | 3.5%
O/N=C1/C2C3CC4C5C3C1C5C1(OCCO1)C42 (stereo not given)
 : -2% | -5% | -4% | 4% | -9%[46.1 µM] | -4% | -2% | -1.6%
O=C(c1ccco1)c1cn(CC(=O)N2CCCCC2)c2ccccc12
 : -5% | 0% | -14% | 13% | -14%[46.1 µM] | 4% | -3% | -1.0%
CCNc1oc(-c2ccc(OC)cc2)nc1S(=O)(=O)c1ccc(Br)cc1
 : 0% | -5% | u | -12% | -14%[46.1 µM] | 2% | -3% | 0.0%
COc1cc(OC)cc(-c2cc3nc(C)c(CCC(=O)Nc4ccccc4OC)c(C)n3n2)c1
 : -3% | -6% | -21% | x | x | x | 5% | -0.3%
COc1ccc(NC2=C(Cl)C(=O)N(CCc3ccccc3)C2=O)c(OC)c1
 : u | 1% | u | 3% | -12% | -1% | 0% | 6.7%
Clc1ccc(CNC23CN4CN(CN(C4)C2)C3)c(Cl)c1
 : 0% | -2% | 4% | 5% | 12% | 0% | -9% | 0.0%
Cc1cc2n(c(=O)c1C#N)CCCN2c1cccc(Cl)c1
 : -6% | -2% | -6% | -3% | -3%[46.1 µM] | 7% | -8% | -1.2%
CCOC(=O)N/N=C1\CCc2ccccc21
 : 6% | 1% | -7% | 2% | 3% | -3% | 5% | -1.0%
O=C1CC(c2ccc(O)cc2)Oc2cc(O)cc(O)c21 (stereo not given)
 : 3%&10%&6% | -1%&-1%&-6% | -23%&-16%&-19% | 10%&-5%&-14% | -21% | 19%[21.7 µM] | -6%&-4%&4% | 0.3%&9.9%&1.1%
CCCCOc1ccc(C2CC(=O)N(C)C2=O)cc1 (stereo not given)
 : 2% | 1% | 9% | 4% | 4%[46.1 µM] | 4% | 13% | -1.0%
O=C(CSc1nnnn1-c1ccccc1)Nc1ncc(Cc2cc(Cl)ccc2Cl)s1
 : -15% | -6% | 9% | 3% | -4%[46.1 µM] | 6% | -1% | 1.0%
O=c1[nH]cnc2scc(C3COc4ccccc4O3)c12 (stereo not given)
 : -7% | -5% | -2% | 7% | -10%[46.1 µM] | -5% | -1% | 0.8%
Cc1ccc(Nc2nnc(SCC(=O)c3ccc(Br)s3)s2)c(C)c1
 : 12% | 2% | -28% | -1% | -20% | -3% | -1% | -1.1%
CCOC(=O)c1sc(NC(=O)CSc2n[nH]c(-c3ccccc3)n2)c(C#N)c1C
 : u | 0% | u | 0% | -3%[46.1 µM] | 11% | -9% | -1.9%
C/C=C/C(=O)Nc1nnc(-c2ccccc2C)s1
 : 1% | 3% | -4% | 5% | 6% | 1% | 8% | -1.1%
N#Cc1c(NC(=O)CSc2nc(-c3ccccc3)cc(C(F)(F)F)n2)sc2c1CCC2
 : 2% | -1% | -10% | -8% | -33% | -1% | -1% | 0.0%
COc1ccc(NC2CS(=O)(=O)CC2NCc2ccccc2)cc1 (stereo not given)
 : 12% | -3% | 0% | -4% | -2%[46.1 µM] | 1% | -3% | -1.0%
O=C(NC1CCCCC1)c1cc2c(Cl)nc3ccccc3c2s1
 : 0% | -3% | -1% | x | x | x | -5% | 2.2%
O=C(CCS(=O)(=O)c1cccs1)Nc1ccc(C(=O)Nc2cccc(Cl)c2)cc1
 : u | 6% | u | x | x | x | 3% | -1.8%
O=C(COC(=O)c1c[nH]c(=O)[nH]c1=O)Nc1ccccc1
 : 6% | 1% | 11% | 1% | 5% | -2% | 4% | -2.0%
Cc1ccc(-n2c(CNc3ccc(F)cc3)nnc2SCC(N)=O)cc1
 : -13% | -3% | -24% | -5% | -9%[46.1 µM] | -5% | 2% | 2.1%
CCCCOC(=O)c1ccc(NC(=O)c2cc(=O)c3ccccc3o2)cc1
 : u | 0% | u | x | x | x | 1% | -1.9%
Cc1ccc(-c2[nH]c(-c3ccccc3)nc2SCC(=O)NCC2CCCO2)cc1 (stereo not given)
 : u | -4%&-1% | u | -3% | -7% | 1%[2.36 µM] | -10%&9% | 1.0%&-2.7%
Cc1ccccc1NC(=O)CCC(=O)N1CCSc2ccccc21
 : 4% | -1% | -5% | x | x | x | 0% | -1.6%
COc1cccc(NC(=O)Cn2c(=O)n(CCCCC(=O)NCCc3ccccc3)c(=O)c3ccccc32)c1
 : u | -20% | -15% | x | x | x | 2% | 16%
OCCN=C(c1ccccc1)C12CN3CN(CN(C3)C1)C2
 : -4% | -4% | 1% | 0% | 1%[46.1 µM] | 5% | -12% | -3.5%
COc1cccc(C2=N/C(=C\N(C)C)C(=O)O2)c1
 : -9% | -5% | -3% | 5% | -13%[46.1 µM] | 11% | -16% | 0.3%
CSCCC(NC(=O)c1ccoc1C)C(=O)O (stereo not given)
 : 9% | -5% | 2% | -18% | -10%[46.1 µM] | 5% | -3% | -0.7%

Screening results deposited in PubChem BioAssay by National Center for Advancing Translational Sciences (NCATS).
